PLK1 PBD inh = inhibitors of human Plk1 polo box domain binding | Plk1 PBD phosphopeptide binding, fluorescence polarization | AID 693 | 0.13% of 97,000 active | inhibition, %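 (tested at about 20 µM)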; in the data active = inhibition above about 34%, passing the limit was not always enough
Target sequence (P53350 whole entry, looked up, the tested form may be a part): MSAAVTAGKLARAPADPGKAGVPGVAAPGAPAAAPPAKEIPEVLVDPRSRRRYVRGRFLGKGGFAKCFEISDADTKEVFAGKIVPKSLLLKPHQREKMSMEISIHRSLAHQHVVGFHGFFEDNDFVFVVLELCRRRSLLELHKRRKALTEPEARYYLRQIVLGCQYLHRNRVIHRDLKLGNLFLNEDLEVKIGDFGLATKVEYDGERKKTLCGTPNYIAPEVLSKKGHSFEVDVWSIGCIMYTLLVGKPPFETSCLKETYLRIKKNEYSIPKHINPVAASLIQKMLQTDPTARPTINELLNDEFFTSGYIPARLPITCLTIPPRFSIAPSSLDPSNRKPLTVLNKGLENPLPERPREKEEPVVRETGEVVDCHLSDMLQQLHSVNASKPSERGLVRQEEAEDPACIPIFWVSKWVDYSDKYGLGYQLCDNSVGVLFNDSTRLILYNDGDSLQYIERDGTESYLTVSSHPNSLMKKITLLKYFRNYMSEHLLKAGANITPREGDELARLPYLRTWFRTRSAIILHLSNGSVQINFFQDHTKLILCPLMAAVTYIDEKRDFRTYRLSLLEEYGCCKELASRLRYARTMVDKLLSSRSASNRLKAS
CD11b adhes enh = CD11b/CD18-fibrinogen binding enhancement; P05107+P11215; K562 CD11b/CD18 adhesion to fibrinogen, ATPlite luminescence; activation, % at 10 µM; 0.07% of 93,000 active;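 active = 10 µM primary screen giving 50% or more activity, confirmed by 40% or more on retest at that dose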; note: strong numbers were not always called active
PLK1 inh = PLK1 (human) kinase inhibition; P53350; recombinant PLK1 kinase, TR-FRET peptide phosphorylation; inhibition, % at 10 µM; 0.53% of 97,000 active;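 active = inhibition of 50% or more in the single-concentration screen; inactive = inhibition below 50%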;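 note: 0% = DMSO max control and 100% = H-89 dihydrochloride min control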
ERa coact pot = ER-alpha (human) coactivator binding potentiation. P03372. TR-FRET ERalpha-LBD/SRC-Cy5 coactivator binding, 2 h; 100 = basal binding, no effect. coactivator binding (% of control), % at 25.6 µM. 1.3% of 86,000 active; in the data active = activity above about 200%;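 note: binding measured in presence of low estradiol as agonist stimulus; 0% = peptide alone without receptor and 100% = receptor with peptide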
FAK blocker = blocks human focal adhesion kinase activity. Q05397. biochemical FAK kinase activity assay. inhibition, %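 (tested at 7 µM)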. 0.84% of 97,000 active. AID 727; in the data active = inhibition above about 19%;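 note: 0% = DMSO and 100% = reference compound high control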
CD11b adhes inh = blocks human CD11b/CD18 adhesion to fibrinogen; P05107+P11215; K562 CD11b/CD18 adhesion to fibrinogen, ATPlite luminescence; Mn2+ added to activate the integrin; inhibition, % at 10 µM; 0.54% of 93,000 active; AID 1497;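 active = primary inhibition of 50% or more at 10 µM, then 40% or more on retest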; note: some results filed as inactive read as strong as hits
ERb coact inh = blocks coactivator binding to human estrogen receptor beta | Q92731 | TR-FRET ER-beta LBD / SRC1-Cy5 peptide binding; receptor agonist-loaded with 1 µM estradiol | inhibition, % at 25.6 µM | 1.3% of 86,000 active | AID 633;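 active = compounds whose percent inhibition of the receptor-coactivator binding signal exceeds about 50% in the single-dose screen, limit read from the data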;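 note: 0% = receptor plus peptide wells without compound and 100% = peptide-only wells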
ERa coact inh = blocks coactivator binding to human estrogen receptor alpha; inhibition, % at 25.6 µM; TR-FRET ER-alpha LBD / SRC-1 peptide, estradiol-bound; P03372; 1.7% of 86,000 active; AID 629; in the data active = inhibition above about 50%;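 note: 0% = receptor plus peptide control and 100% = peptide only without receptor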
HIV Rev-RRE inh = HIV Rev-RRE protein-RNA interaction inhibition; P05866; Rev peptide-RRE RNA binding, FRET; 0.79% of 97,000 active; inhibition, % at 8 µM;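 active = inhibition above the screen-wide mean plus 3 SD, cut at about 35% in these data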;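 note: 0% = median DMSO wells and 100% = median Neomycin B control wells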
Target sequence (P05866 whole entry, looked up): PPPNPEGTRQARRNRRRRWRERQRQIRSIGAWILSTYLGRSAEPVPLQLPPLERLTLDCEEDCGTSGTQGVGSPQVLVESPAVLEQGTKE
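Test system – labelled RRE RNA duplex and labelled Rev peptide · Signal – fluorescein-to-Cy5 FRET, 480 nm excitation · Evaluation – % inhibition of FRET ratio versus controls · Benchmarks – DMSO low control, neomycin B high control · Incubation – 5 min RNA-compound premix plus 15 min binding step, 25 °C · Medium – HEPES pH 7.5 salt buffer with EDTA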
An asterisk follows results filed as active; nt = no result given; [ ] = dose if it differs, or a comment.

SMILES	PLK1 PBD inh	CD11b adhes enh	PLK1 inh	ERa coact pot	FAK blocker	CD11b adhes inh	ERb coact inh	ERa coact inh	HIV Rev-RRE inh
Cc1nnc2sc(-c3ccc(NC(=O)CSc4ccc(Cl)cc4)cc3)nn12	9.3	nt	-1.4	129.7[fluorescence artefact?]	7.8	nt	46.6[fluorescence artefact?]	49.2	13.1
Cc1c(NS(=O)(=O)c2ccc(Br)s2)c(=O)n(-c2ccccc2)n1C	6.5	7.0	-5.4	119.8[fluorescence artefact?]	3.9	12.9	-7.0[fluorescence artefact?]	-2.5	-1.0
COCC(=O)/C=C1\Sc2ccccc2N1C	-12.6	-2.9	-4.6	101.6	-1.2	2.7	-6.6	-9.0	1.9
Cc1cc(C)c2nc(-c3ccccn3)cc(C(=O)Nc3cc(C)on3)c2c1	-5.9	23.5	-14.0	102.5	-2.3	18.1	10.1	5.8	4.1
COc1cccc(C(=O)N2N=C(c3cccc(OC)c3)CC2(O)C(F)(F)F)c1 (stereo not drawn)	9.9	nt	-4.6	nt	1.8	nt	nt	nt	12.8
COc1ccc(-c2cc3c(=O)n(CC(=O)NC4CCN(Cc5ccccc5)CC4)ncn3n2)cc1	-8.1	42.2	0.9	102.4[fluorescence artefact?]	-13.3	-0.1	4.0	15.1[fluorescence artefact?]	-1.8
CCOc1ccccc1C(=O)N(Cc1cccs1)C1CCS(=O)(=O)C1 (stereo not drawn)	-3.4	0.3	-8.3	198.9[fluorescence artefact?]	-4.6	10.1	5.0	-8.4	10.0
Cc1ccc(-c2noc(CCC(=O)NCCc3ccccc3Cl)n2)cc1	11.0	nt	-6.8	102.3	-0.3	nt	-8.5	-11.0	13.6
O=C(C1=C(O)C(=O)N(CCCN2CCOCC2)C1c1ccccn1)c1cc2ccccc2o1 (stereo not drawn)	-23.9	-3.5	-6.8	117.7	-1.3	-6.4	-1.0	-5.5	-0.9
Cc1ccc(C(=O)N/N=C\c2ccc(Br)o2)o1	11.0	-0.9	-2.9	nt	-0.3	-17.9	nt	nt	9.7
CCN(CC)c1ccc(CN(C(=O)c2ccco2)C2CCS(=O)(=O)C2)cc1 (stereo not drawn)	4.4	0.0	-27.0	82.6	0.2	45.3	3.7	7.0	1.9
O=C(CCN1CCCCC1c1cccnc1)NCc1ccccc1 (stereo not drawn)	6.1	2.0	-7.5	90.6	0.5	-29.5	3.0	0.6	1.4
O=C(O)CCn1[nH]c(=O)c2ccccc2c1=O	2.3	-2.3	-10.1	111.9	-4.0	2.5	-3.7	-5.3	7.3
CCOC(=O)COc1ccc2cc(C(=O)OCC)c(=O)oc2c1	-13.2	-0.6	-2.1	99.5[fluorescence artefact?]	-1.7	-4.9	-1.6[fluorescence artefact?]	8.6	-2.7
CCc1ccccc1S(=O)(=O)Cc1ccc(C(=O)NCc2ccc3c(c2)OCO3)o1	26.4	2.2	-6.0	108.8	-6.5	8.3	3.0[fluorescence artefact?]	13.9	5.9
C=CCNC(=O)C1CC(=O)N(c2ccc(OCC(=O)Nc3cccc(OC)c3)cc2)C1 (stereo not drawn)	36.0	-2.2	-2.9	116.2	-12.3	-1.6	-3.1	-12.0	2.5
Cc1[nH]nc2c1C1(CCOCC1)C(C#N)=C(N)O2	-12.0	1.6	29.1	125.2	-2.2	6.6	-1.0	-2.6	6.7
COc1ccc(C(=O)Nc2cccc(C(=O)N3CCN(C)CC3)c2)cc1	14.3	-0.2	-4.2	126.8	1.6	-3.6	-9.0[fluorescence artefact?]	-6.2	9.6
Cn1cccc1Cc1nnc(SCC(=O)N2CCN(c3ccccc3)CC2)n1-c1ccc(F)cc1	4.0	3.1	-6.9	nt	1.6	-3.9	nt	nt	4.1
O=C(NC(=S)Nc1ccc(Oc2ccccc2)cc1)c1ccc(Cl)cc1	-18.1	-9.1	-6.6	nt	-2.1	78.0*	nt	nt	5.0
Cc1ccc(S(=O)(=O)Cn2nnnc2C(c2ccccn2)N2CCN(c3ccccc3)CC2)cc1 (stereo not drawn)	6.6	-3.2	-12.1	108.5	2.5	2.7	-2.3	-5.8	7.5
Cc1oc(-c2ccc(Cl)cc2)nc1CN1CCCC(C(=O)NCc2ccco2)C1 (stereo not drawn)	-27.6	-6.0	-8.6	94.6[fluorescence artefact?]	-0.1	14.6	-0.5	-6.8	9.6
CCOC(=O)c1sc(NC(C)=O)nc1C	9.4	-0.1	5.8	99.4	-2.6	-1.6	-2.9	-4.6	12.4
Cc1cc(C)c(NC(=O)c2ccccc2N(C)S(C)(=O)=O)c(C)c1	-5.4	2.3	-17.7	116.5	-0.4	-3.1	-1.9[fluorescence artefact?]	4.5[fluorescence artefact?]	0.8
CC(C)CCNC(=O)CNC(=O)c1cccs1	14.2	-4.2	-3.7	99.2	2.4	-0.5	-15.2	-3.1	4.2
O=C(O)c1cc2c([nH]c1=O)CCCC2	-9.2	5.1	-0.1	103.5	-5.2	-28.3	-5.0[fluorescence artefact?]	-0.5	1.6
COc1ccc(N(C2CSC2)S(=O)(=O)c2ccccc2)cc1	-2.1	-3.5	-0.1	82.4	-1.7	-13.0	-2.3	-1.8	0.3
O=Nc1c(O)n(Cc2cccc(Cl)c2)c2ccccc12	-8.3	8.0	5.2	nt	7.5	-5.3	nt	nt	16.6
CCOC(=O)C1CCCN(C(=O)Cn2cccc2C(=O)c2ccccc2)C1 (stereo not drawn)	7.8	-2.3	-14.6	nt	0.6	-15.4	nt	nt	-4.0
CCOC(=O)NCC(C#CCN(CC)CC)N(CC)CC (stereo not drawn)	0.1	1.7	-9.9	96.0[fluorescence artefact?]	-2.2	-6.0	2.9	-4.6	3.3
COc1ccc(C(=O)N2CCN(S(=O)(=O)c3cc(Cl)ccc3OC)CC2)cc1	-5.4	5.9	-4.0	109.2	-1.4	-17.1	-11.2[fluorescence artefact?]	1.0	3.9
O=C(OCn1nnc2ccccc2c1=O)c1ccc2ccccc2n1	-12.6	1.7	-5.6	99.2	-1.6	-9.1	-6.2	-3.8	7.5
O=C(O)c1cn[nH]c1-n1cnnn1	-3.3	2.6	-8.5	120.1	-0.2	-1.3	0.5	-1.1	3.2
CCCNS(=O)(=O)c1ccc(OCC(=O)OC)cc1	-0.2	0.8	-5.5	78.2	-2.7	-1.0	2.1	6.3	3.1
Cc1ccc(NCN2C(=O)C3C4CCC(C4)C3C2=O)cc1 (stereo not drawn)	3.8	-1.2	-14.8	nt	-0.9	0.9	nt	nt	-6.1
Cc1c(NC(=O)CSc2ccccn2)c(=O)n(-c2ccccc2)n1C	8.6	-3.5	1.4	104.2	2.7	7.6	-13.6	-9.2	7.3
CC(c1ccccc1F)n1cc(C(=O)NCCCn2ccnc2)nn1 (stereo not drawn)	3.7	nt	-8.7	96.0	-1.8	nt	-20.8	-17.5	7.2
Oc1ccccc1Oc1ncc(Br)c(N2CCOCC2)n1	4.5	-0.6	0.9	100.5	0.5	-1.1	-1.5	15.5[fluorescence artefact?]	3.2
O=C(CCNS(=O)(=O)c1ccc(Br)s1)Nc1ccc(Cl)cc1	-22.4	0.8	2.3	99.4	0.8	7.6	3.4	-9.4	5.0
CCOC(=O)Cn1cnc2c(nnn2-c2ccc(C)cc2)c1=O	-4.4	3.3	-1.9	96.6	1.7	-6.0	-8.2	-4.6	3.4
CCCOc1ccc(OCC(=O)c2[nH]c(C)c(C(C)=O)c2C)cc1	3.1	-5.5	-4.3	nt	-0.7	1.0	nt	nt	1.7
CC1Cc2ccccc2N1C(=O)CN1C(=O)CN(C)C(=O)c2ccccc21 (stereo not drawn)	-1.3	-3.2	-16.2	114.7[fluorescence artefact?]	-1.1	-1.9	-5.5	-2.9	2.3
CN(C)C(=O)CSc1nc2ccccc2c(=O)[nH]1	-8.8	-1.3	-6.6	94.1	1.7	-8.7	-2.4	-0.9	1.7
COc1ccc(CCC(C)Nc2cccc(F)c2)cc1 (stereo not drawn)	5.3	1.0	-4.5	nt	1.4	-4.1	nt	nt	13.3
N#Cc1c(NC(=O)CN2CCOCC2)oc(-c2ccccc2)c1-c1ccccc1	-3.9	2.9	-11.4	90.3	-2.8	0.8	1.4	2.4	7.0
COc1cccc(C2C3=C(CC(C)(C)CC3=O)Nc3cc4c(cc32)OCO4)c1 (stereo not drawn)	-2.4	-6.7	-5.2	75.6[fluorescence artefact?]	5.8	13.1	7.7[fluorescence artefact?]	5.0	4.8
O=C(Nc1nc(-c2nc3ccccc3s2)cs1)c1ccc(S(=O)(=O)N2CCOCC2)cc1	7.4	-4.7	-9.8	197.7	-2.0	55.4	21.5	15.1	-1.2
CCC(Sc1nc2cc3c(cc2c(=O)n1Cc1ccco1)OCO3)C(=O)NCCOC (stereo not drawn)	-30.3	-6.8	-18.0	105.4	2.7	-10.8	10.4	11.6	7.5
Cc1cc(C)c2nc(-c3ccccn3)cc(C(=O)Nc3ccc(S(=O)(=O)Nc4cc(C)on4)cc3)c2c1	8.4	-0.4	-6.3	nt	11.6	36.3	nt	nt	4.7
COC(=O)CSc1nnnn1-c1ccccc1	-0.4	-3.7	-5.2	123.0	3.8	-8.9	-5.9[fluorescence artefact?]	-4.4	15.3
Cc1cc(NCCNC2=CC(=O)CCC2)nc2ccccc12	-9.3	nt	-8.8	nt	-2.1	nt	nt	nt	4.1
COc1ccc(CCNC(=O)CCn2c(SCC#N)nc3ccccc3c2=O)cc1OC	-0.3	-5.5	-3.7	108.3	-7.2	-6.6	5.8[fluorescence artefact?]	6.9	-3.5
CCOc1ccc(C(=O)N/N=C/c2ccc(-c3ccc(S(=O)(=O)Nc4ncccn4)cc3)o2)cc1	-8.2	-2.3	-4.5	nt	-3.7	22.0	nt	nt	5.4
Cc1ccc(C)c(NC(=O)C2(C)CC3c4ccccc4C2c2ccccc23)c1 (stereo not drawn)	-1.4	nt	-5.5	nt	-1.1	nt	nt	nt	16.4
c1cncc(-c2nn3c(Cn4cnc5ccccc54)nnc3s2)c1	1.5	nt	5.1	77.1	-0.8	nt	0.8	-6.8	6.3
O=C1/C(=C/c2ccccc2)Nc2ccccc21	-138.8	nt	-43.1	nt	14.5	nt	nt	nt	128.9*[fluorescence artefact?]
O=C(c1ccc2c(c1)OCCO2)C1CCN(S(=O)(=O)c2ccc(F)cc2)CC1	-13.7	7.0	-12.8	114.5	-1.9	-3.4	-3.9	-0.5	8.2
CCc1nnc(NC(=O)CSc2nnc3ncccn23)s1	-7.4	2.4	-7.9	101.0[fluorescence artefact?]	-1.4	-9.7	4.8	10.5	10.2
CS(=O)(=O)N(CC(=O)N1CCCC1)c1ccc(OCc2ccccc2)cc1	-8.8	-1.4	-12.6	99.3	-0.2	10.3	-3.7[fluorescence artefact?]	-3.8	-0.6
N#Cc1c2c(c(Nc3ccccc3)n3c1nc1ccccc13)CCC2	16.8	1.7	-13.8	nt	3.1	-2.7	nt	nt	10.9

Record cards, as listed above.
Profile of Cc1cc(NCCNC2=CC(=O)CCC2)nc2ccccc12 = PLK1 PBD inh = -9.3; CD11b adhes enh = nt; PLK1 inh = -8.8; ERa coact pot = nt; FAK blocker = -2.1; CD11b adhes inh = nt; ERb coact inh = nt; ERa coact inh = nt; HIV Rev-RRE inh = 4.1
Profile of N#Cc1c2c(c(Nc3ccccc3)n3c1nc1ccccc13)CCC2 = PLK1 PBD inh = 16.8; CD11b adhes enh = 1.7; PLK1 inh = -13.8; ERa coact pot = nt; FAK blocker = 3.1; CD11b adhes inh = -2.7; ERb coact inh = nt; ERa coact inh = nt; HIV Rev-RRE inh = 10.9

Source: PubChem BioAssay
